# Compound activity (PubChem)
# Caspase-7 inhib: caspase-7 (human) inhibition, allosteric or competitive; recombinant caspase-7, Ac-DEVD-AFC fluorescence rate; Potency, µM (highest dose often 57.5 µM), for the others: top-dose activity change, negative = inhibition, usual class: inhibitors; 0.02% of 75,000 active; AID 889; active = well fitted inhibition curve with a large enough effect in the main read-out, with a control signal flat, not every such curve was filed as active; inconclusive = small, poorly fitted or top-dose-only effect, or a change in a side signal; also: potency is read from the fitted curve at half-maximal effect; % of control where 0% means no effect
# 4MU fluor: compounds fluorescent in 4-MU spectral region; max dye-equivalent concentration, M; compound autofluorescence, 340/450 nm, 4-MU equivalents; active compounds read high; 11% of 59,000 active; in the data active = max dye-equivalent concentration above about 10 nM; inconclusive = mostly about 1.1 nM to 9.6 nM
#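 Compounds in 100 mM Tris, pH 8.0, incubated 15 min at room temperature, then fluorescence read at 340 nm excitation/450 nm emission. Signal converted to 4-MU dye-equivalent concentration using an on-plate six-point 4-MU standard curve.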
# A350 autofl: compound fluoresces in the Alexa 350 spectral region | Compound autofluorescence, 340/450 nm, Alexa 350 dye-equivalents; active compounds read high | max dye-equivalent concentration, M | 11% of 59,000 active | AID 590; in the data active = max dye-equivalent concentration above about 10 nM; inconclusive = mostly about 1.1 nM to 9.6 nM
# BRCT inh green: inhibitors of human BRCA1 BRCT-phosphoprotein interaction (green fluorophore); P38398; BRCA1 BRCT-phosphopeptide binding, green fluorescence polarization; Potency, µM (series often up to 76.9 µM), inactives show at the highest dose activity change, negative = inhibition, actives largely listed as inhibitors; 0.05% of 75,000 active;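 also: potency is read from the fitted curve at half-maximal effect; plate controls were peptide without protein for full effect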
# Target sequence (P38398 whole entry, looked up): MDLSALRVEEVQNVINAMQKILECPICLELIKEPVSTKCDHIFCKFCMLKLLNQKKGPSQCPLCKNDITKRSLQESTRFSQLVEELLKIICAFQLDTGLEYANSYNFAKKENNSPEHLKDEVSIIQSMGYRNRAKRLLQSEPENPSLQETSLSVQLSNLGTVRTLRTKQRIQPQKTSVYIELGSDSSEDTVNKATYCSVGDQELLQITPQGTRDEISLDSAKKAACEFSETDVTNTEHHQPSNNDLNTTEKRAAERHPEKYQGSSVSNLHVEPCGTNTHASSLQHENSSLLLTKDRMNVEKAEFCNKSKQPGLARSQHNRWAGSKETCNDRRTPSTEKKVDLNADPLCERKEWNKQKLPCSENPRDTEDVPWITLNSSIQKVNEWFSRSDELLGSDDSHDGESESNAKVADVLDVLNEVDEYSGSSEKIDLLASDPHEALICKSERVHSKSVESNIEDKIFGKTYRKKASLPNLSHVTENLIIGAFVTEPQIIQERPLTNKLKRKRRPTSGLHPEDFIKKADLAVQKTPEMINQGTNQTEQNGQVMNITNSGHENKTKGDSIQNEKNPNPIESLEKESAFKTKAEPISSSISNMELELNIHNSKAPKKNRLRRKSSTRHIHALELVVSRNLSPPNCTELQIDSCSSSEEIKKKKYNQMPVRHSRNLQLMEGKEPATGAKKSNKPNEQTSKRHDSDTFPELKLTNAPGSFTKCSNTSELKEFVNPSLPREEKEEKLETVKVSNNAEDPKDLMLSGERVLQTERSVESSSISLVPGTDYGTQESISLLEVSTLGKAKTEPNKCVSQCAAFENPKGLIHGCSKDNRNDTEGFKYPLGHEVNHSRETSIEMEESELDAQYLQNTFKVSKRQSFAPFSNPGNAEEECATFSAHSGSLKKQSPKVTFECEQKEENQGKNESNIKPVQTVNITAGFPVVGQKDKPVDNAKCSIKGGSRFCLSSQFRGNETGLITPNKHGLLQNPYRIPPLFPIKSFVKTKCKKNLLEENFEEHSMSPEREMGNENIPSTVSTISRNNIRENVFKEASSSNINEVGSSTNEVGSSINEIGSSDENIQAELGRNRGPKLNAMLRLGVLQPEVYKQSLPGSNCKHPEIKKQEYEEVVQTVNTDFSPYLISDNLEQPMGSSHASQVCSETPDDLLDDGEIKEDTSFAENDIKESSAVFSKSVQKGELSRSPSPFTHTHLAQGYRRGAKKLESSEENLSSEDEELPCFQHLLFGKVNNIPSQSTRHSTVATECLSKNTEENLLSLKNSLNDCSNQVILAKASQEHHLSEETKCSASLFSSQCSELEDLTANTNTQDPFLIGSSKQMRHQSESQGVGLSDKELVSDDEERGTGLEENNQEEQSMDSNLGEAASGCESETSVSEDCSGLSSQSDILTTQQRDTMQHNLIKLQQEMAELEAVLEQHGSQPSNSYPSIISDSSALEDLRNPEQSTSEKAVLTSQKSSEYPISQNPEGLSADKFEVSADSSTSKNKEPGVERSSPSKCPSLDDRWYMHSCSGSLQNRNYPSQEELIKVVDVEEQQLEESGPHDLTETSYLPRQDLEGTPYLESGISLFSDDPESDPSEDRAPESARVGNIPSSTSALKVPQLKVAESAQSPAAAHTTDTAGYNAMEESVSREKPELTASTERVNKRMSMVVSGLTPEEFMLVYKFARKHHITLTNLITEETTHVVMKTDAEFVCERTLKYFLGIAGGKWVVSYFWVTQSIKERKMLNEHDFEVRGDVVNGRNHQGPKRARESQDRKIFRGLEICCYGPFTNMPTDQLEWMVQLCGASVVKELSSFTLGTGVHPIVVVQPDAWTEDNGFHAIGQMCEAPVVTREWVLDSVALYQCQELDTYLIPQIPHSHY
#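 Compounds were incubated for 12 min at room temperature with a complex of 100 nM fluorescein-tagged pBACH1 decapeptide and 250 nM His-tagged BRCT protein. Buffer was phosphate pH 7.3 with EDTA, DTT and Tween 20. Disruption of binding lowers the polarization signal.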
# UbGFP stabilizer: ubiquitin-GFP accumulation via proteasome inhibition; Potency, µM (titrated, usually from 45.9 µM), for the others: at the top dose activation (GFP accumulation), most hits filed as activators; 67,000 tested, under 10 active; Ubiquitin-GFP reporter cells, proteasome inhibition, GFP fluorescence; response scale: untreated = 0%, 10 µM MG-132 = 100%; active = well fitted activation curve with a large enough effect, not every such curve was filed as active; inconclusive = small, poorly fitted or top-dose-only effect, or another doubt; inactive = no such curve, though single readings can be large or run the other way; also: potency is read from the fitted curve at half-maximal effect
#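 Reporter cells (U2OS, ubiquitin-G76V-GFP fusion) are plated overnight, then treated 4 hr at 37 °C with compound titrations from 46 uM down to 2.9 nM. Activity is scaled against untreated cells and 10 uM MG-132.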
# Caspase-1 inhib: allosteric or competitive inhibitors of human caspase-1 | 0.03% of 75,000 active | Potency, µM (titrated, usually from 57.5 µM), for inactives: top-dose activity change, negative = inhibition, actives largely listed as inhibitors | Caspase-1 enzyme, Ac-WEHD-AFC fluorogenic rate | AID 900 | P29466;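 also: potency is read from the fitted curve at half-maximal effect; plate controls were vehicle for no effect and no substrate for full effect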
# BRCT inh red: BRCT-phosphoprotein interaction inhibition (red fluorophore); P38398; BRCT-phosphopeptide binding, red fluorescence polarization; Potency, µM (top dose mostly 76.9 µM), without a hit: top-dose activity change, negative = inhibition, usual class: inhibitors; 0.03% of 75,000 active; AID 892; also: % is scaled to controls: 0 for no effect and ±100 for the full control effect
#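 Fluorescence polarization: 100 nM His-tagged BRCA1 BRCT with 100 nM TAMRA-labelled phospho-BACH1 decapeptide, phosphate buffer pH 7.3 with 150 mM NaCl, DTT, 0.01% Tween 20; 12 min RT. Binding inhibition seen as FP decrease.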
# HEK293 cAMP cs: parental HEK293 cAMP activation (counter-screen); parental HEK293 CNG cAMP sensor, membrane potential fluorescence; Potency, µM (titrated, usually from 57.1 µM), for the others: at the top dose activation, usual class: activators; 2.5% of 73,000 active; AID 938; also: potency is read from the fitted curve at half-maximal effect; % of control where 0% means no effect; nearly all actives have a fitted effect of over 55% in size
#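 Parental HEK 293 cells stably expressing a cAMP-gated CNG channel were loaded with membrane potential dye containing 100 uM RO 20-1724 for 60 min. Compound added for 30 min; depolarization read as fluorescence intensity at 590 nm.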
# Fluorescein autfl: fluorescein region autofluorescence; Compound autofluorescence, 480/540 nm, fluorescein-equivalent; active compounds read high; max fluorescein-equivalent concentration, M; 0.91% of 59,000 active; AID 593; in the data active = max fluorescein-equivalent concentration above about 10 nM; inconclusive = between about 1.1 nM and that limit
#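 Spectral profiling of library compounds in the fluorescein window (480 nm excitation, 540 nm emission) after 15 min at room temperature in pH 8.0 Tris (100 mM). Values are dye-equivalent concentrations.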
# GFP derepression: epigenetic modulators derepressing GFP locus in mouse cells. 0.09% of 68,000 active. AID 597. Potency, µM (series often up to 46.1 µM), for inactives: at the highest dose GFP derepression (activation). mouse C127i GFP locus derepression, cytometry, 30 h; also: % of control where 0% means no effect
#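 Murine C127i mammary cells carrying a silenced, stably integrated CMV-driven GFP reporter were treated with compound for 30 hours at 37 C. After PBS washes, GFP-positive cells were counted by laser-scanning microplate cytometry.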
# USP2a inh: USP2a (human) protease inhibition; Potency, µM (titrated, usually from 38.3 µM), for inactives: at the top dose activity change, negative = inhibition, hits mostly inhibitors; AID 927; 0.1% of 60,000 active; O75604; USP2a enzymatic assay, qHTS inhibition;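 also: potency is read from the fitted curve at half-maximal effect; nearly all actives have a fitted effect of over 60% in size; plate controls were DMSO for no effect and NEM full inhibition control for full effect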
#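 USP2 core (20 nM final) was preincubated with compound for 30 min at RT in 20 mM Tris-HCl pH 8.0, 2 mM CaCl2, 2 mM beta-mercaptoethanol; Ub-PLA2 (20 nM) plus NBD C6-HPC (20 uM) then added, fluorescence read after 2.5 h.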
# Numbers without * were called inactive; i = inactive; ? = inconclusive; nt = no result given; [ ] = remark or other dose. Unless noted, calls follow the shape of the dose curve; as a rule, active = well fitted curve in the direction sought with a large enough effect; inconclusive = small, poorly fitted or top-dose-only effect, or another doubt; inactive = no such curve, though single readings can be large; an effect the other way counts as inactive or inconclusive.
canonical_smiles | Caspase-7 inhib | 4MU fluor | A350 autofl | BRCT inh green | UbGFP stabilizer | Caspase-1 inhib | BRCT inh red | HEK293 cAMP cs | Fluorescein autfl | GFP derepression | USP2a inh
Cc1ccc(-c2nnc(N3CCOCC3)c3ccccc23)cc1S(=O)(=O)NCC1CCCO1 (stereo not drawn) | 1% | nt | nt | 8.1% | -3% | 0% | -1.3% | -5% | nt | -2% | 16%
CN(Cc1ccco1)c1ccnc(-c2ccccc2C(F)(F)F)n1 | -3% | 2.4e-08M* | 2.8e-08M* | -1.0% | -3% | 2% | 1.0% | 22% | ? | -2%[9.22 µM] | 33%[activator]
O=C(CN1CC(c2ccccc2)CC1=O)Nc1ccc2c(c1)OCO2 (stereo not drawn) | -3% | nt | nt | -2.5% | -13% | -3% | -0.8% | ? | nt | -2% | nt
CN(Cc1ccco1)c1nc(-c2cccc(C#N)c2)nc2ccccc12 | -2% | i | i | 3.0% | 7% | -1% | -2.4% | 26% | i | -1%[9.22 µM] | 13%
CC(=O)c1c(C)[nH]c(C(=O)N2CCc3ccccc32)c1C | 1% | i | i | -1.8% | 9% | -1% | 0.8% | ? | ? | 4% | 1%
O=C(COC(=O)c1ccc2c(c1)OCO2)NCc1ccc(Cl)cc1 | 0% | i | i | -2.2% | 3% | -2% | 1.2% | ? | ? | 2% | -3%
COC(=O)c1c(-c2ccc(F)cc2)csc1NC(=O)c1ccco1 | -3% | nt | nt | -1.2% | -5%[9.17 µM] | -7% | -0.2% | 4µM* | nt | -2% | 19%[7.66 µM]
COc1ccc(O)c(-c2[nH]ncc2C(=O)c2ccccc2)c1 | -4% | i | i | -6.2% | -4% | -5% | -1.5% | -1% | i | 0% | 2%
Cc1cccc(CNc2ncnc3ccc(-c4cccnc4)cc23)c1 | -4% | i | i | 6.2% | 0% | -2% | 5.0% | ? | ? | -3%[9.22 µM] | 52%[activator]
COc1ccc(C2=NOC(C(=O)NCc3ccco3)C2)cc1OC (stereo not drawn) | 1% | i | ? | -1.6% | -7% | 0% | -2.4% | 8%[2.29 µM] | i | -2% | -6%
Nc1nc2c3ccccc3nc(Cc3ccccc3)n2n1 | 2% | i | i | 0.9% | 9% | -1% | -1.2% | -4% | i | 0% | -2%
CCOc1cccc(C(=O)NC2CCCCC2)c1 | 0% | i | i | -2.1% | 5% | 3% | -0.5% | 0% | ? | 2% | 1%
Cc1ccc(S(=O)(=O)N2CCN(C(=O)CSc3nnc(C)c(=O)[nH]3)CC2)cc1 | -6% | i | i | -1.8% | 2% | -7% | 0.6% | -1% | ? | 0% | 2%
COC(=O)CC1C(C)(C)C(OC(C)=O)C2CC3C4CC(=O)OC(c5ccoc5)[C@]4(C)CCC3[C@@]1(C)C2=O (stereo partly drawn) | -2% | nt | nt | -2.2%[3.08 µM] | nt | -1% | -3.8% | nt | nt | nt | 41%[activator]
CC(CN1CCCC(C(N)=O)C1)c1ccccc1 (stereo not drawn) | 1% | nt | nt | -1.8% | 15% | -10% | -0.5% | 2% | nt | 0% | -8%
O=C(CN1CCN(S(=O)(=O)c2ccccc2)CC1)Nc1ccc2c(c1)OCO2 | -1% | i | i | -0.3% | -5% | 2% | 0.3% | 14% | i | -1% | 14%
O=C(Nc1ccccc1)c1ccccc1OCC(O)CN1C(=O)c2ccccc2S1(=O)=O (stereo not drawn) | -1% | i | i | -0.1% | 2% | -3% | -0.8% | 22% | ? | -3% | 38%[activator]
CCOCCCNC(=O)c1cc2c(-c3ccc(Cl)cc3)nn(C)c2s1 | -4% | nt | nt | 1.9% | 9% | -5% | -0.6% | 17% | nt | nt | nt
c1nc(NCCc2cnc[nH]2)c2[nH]cnc2n1 | 0%[11.5 µM] | i | i | 0.6%[15.4 µM] | 1%[9.17 µM] | 0%[11.5 µM] | -2.5%[15.4 µM] | -1%[11.4 µM] | ? | 4%[9.22 µM] | nt
CC(C)(C)C1CCc2onc(C(=O)NCc3ccc(F)cc3)c2C1 (stereo not drawn) | -2% | i | i | 2.1% | 3% | -1% | 0.5% | 18% | i | 2% | 0%
CCOC(=O)C(NC(C)=O)(NS(=O)(=O)c1ccccc1)C(F)(F)F (stereo not drawn) | -1% | i | i | -0.5% | 3% | 2% | 0.6% | 9% | i | 4% | -3%
O=C1C(Cl)=C(NCC2CCCO2)C(=O)N1Cc1ccccc1 (stereo not drawn) | -3% | i | i | 0.9% | -4% | -6% | 0.2% | 12% | i | -2% | 2%
O=C(CCSc1ccccc1)NCCSc1ccccn1 | 1% | nt | nt | -0.1% | -9% | -2% | -1.0% | 15% | nt | 5% | 1%
Cc1cccc(NC(=O)c2cc(NC(=O)C3CC=CCC3C(=O)O)ccc2N2CCOCC2)c1 (stereo not drawn) | -2% | i | i | -2.7% | -4% | 1% | -0.3% | -4% | i | -2% | -4%
O=C1C2CCCN2C(c2ccccc2)N1c1ccc(F)cc1 (stereo not drawn) | -1% | nt | nt | -0.4% | 5% | 0% | 0.4% | 6% | nt | 3% | nt
COc1ccccc1-c1cc(NCc2cccs2)ncn1 | -4% | i | i | -0.7% | -5% | -2% | -0.2% | 32µM* | i | 2%[9.22 µM] | 11%
Cc1noc(C)c1C(=O)N1CCC2(CCCN(c3ncccn3)C2)CC1 | 1% | i | i | -1.3% | -2% | 1% | -0.6% | 3% | ? | -2%[9.22 µM] | 9%
O=C(c1ccco1)N1CCN(S(=O)(=O)c2ccc3c(c2)OCCO3)CC1 | -2% | i | i | 0.4% | -4% | 2% | -1.2% | 10% | i | 1% | 7%
O=c1oc2ccccc2c2c1ncn2-c1ccccc1 | 0% | nt | nt | 1.2% | -1%[9.17 µM] | 0% | 0.3% | -1%[11.4 µM] | nt | 6% | 2%[7.66 µM]
O=C(NCCC1=CCCCC1)c1ccc(F)c(S(=O)(=O)N2CCOCC2)c1 | -3% | i | i | -2.4% | 0% | 1% | 0.7% | 20% | ? | -1% | 5%
O=P1(c2ccccc2)C=Cn2c1cc1c2CCCC1 (stereo not drawn) | -2% | 1.7e-08M* | 2.1e-08M* | -4.3% | 2% | -6% | -0.2% | 14% | ? | 0% | 3%
CCOC(=O)Nc1ccc2c(c1)Nc1ccccc1S2 | -4% | i | i | -1.7% | -2% | -1% | -0.4% | -50%[inhibitor] | i | -1% | 20%
Cc1nn(-c2cc(C)c3ccccc3n2)c2c1CCC2 | 1% | i | i | -0.5% | -2% | -1% | -0.1% | 27% | i | 8% | nt
O=C(Nc1ccc2c(c1)OCO2)N1CCN(c2cccc(C(F)(F)F)c2)CC1 | -3% | i | i | -1.6% | 2% | -2% | -0.3% | 15% | ? | -3% | 6%
CCOC(=O)N1CCC(N2Cc3cccc(C(=O)Nc4cc(F)ccc4F)c3C2=O)CC1 | -4% | nt | nt | -0.7% | 0% | -3% | -1.9% | -9% | nt | 10% | nt
Fc1ccc(Nc2ncncc2-c2ccccc2C(F)(F)F)cc1 | -12% | i | i | 2.2% | -8% | -6% | 1.0% | 18% | i | 5%[9.22 µM] | 34%[activator]
CCOC(=O)N1CCC(NS(=O)(=O)c2ccc3c(c2)C(C)(C)C(=O)N3C)CC1 | 0% | ? | ? | -1.5% | -3% | -1% | -2.4% | 1% | i | -1% | 1%
OC(CN1CCN(c2ccccc2)CC1)c1c[nH]c2ccccc12 (stereo not drawn) | 0% | i | i | -1.2% | 14% | -1% | 0.8% | -8% | i | 0% | 22%
COC(=O)c1c(C)[nH]c(C)c1-c1ccccc1 | 0% | i | i | -0.4% | 5% | -2% | -0.8% | 1% | i | -4% | -2%
Cc1cc(C(=O)NCc2ccc(S(N)(=O)=O)cc2)c(C)o1 | 0% | i | i | -2.7% | -4% | 0% | 0.4% | -1% | i | -1% | 0%
NCCCCC(N)C(=O)NC(Cc1ccc(O)cc1)C(=O)NC(CCCCN)C(=O)O (stereo not drawn) | 1% | nt | nt | -0.1% | nt | 0% | 1.0% | nt | nt | nt | -10%
O=c1c2ccccc2nc2n1CCN2Cc1ccc(Cl)cc1 | -2% | nt | nt | 2.6% | nt | -2% | -1.1% | 25% | nt | nt | nt
Cc1cc(C(=O)OCC(=O)c2ccc(Br)s2)c(C)o1 | -8% | i | i | 2.3% | 4% | -7% | 1.0% | 22% | i | -2% | 1%
COc1ccc(S(=O)(=O)N(C)CC(=O)NCCC2=CCCCC2)cc1 | 2% | i | i | 2.5% | -1% | -3% | -0.2% | 7% | i | -1% | 8%
CCOc1ccccc1NC(=O)CSc1nnc2c(CC)c(C)nc(N)n12 | 0% | 7.3e-08M* | 7.4e-08M* | 0.6% | -6% | -3% | 0.6% | 4% | i | 0% | 4%
COc1ccc(COC2OC[C@]3(C)[C@H]4C5=C(CN3C(=O)OC(C)(C)C)[C@H](C)C(CO)C(CO)C5CC[C@@H]24)cc1 (stereo partly drawn) | -2% | nt | nt | 0.5% | nt | -2% | 0.3% | -3% | nt | nt | nt
CCCc1nc(SCC(N)=O)[nH]c(=O)c1CC | -1% | i | i | 0.4% | 1% | -1% | -1.2% | -6% | i | 2% | 4%

# An excerpt; rates above refer to the full screens.
